MEKK3 PB1 HTS = modulators (inhibitors or enhancers) of MEK5 binding to human MEKK3 PB1 domain; Q99759; bead-based flow cytometry, Alexa488-MEK5 binding to MEKK3; actives lie on both sides; 0 = blocked by unlabeled MEK5, 100 = vehicle; binding response (% of control), % at 10 µM; 1.4% of 290,000 active; AID 1529;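 active means binding response more than 3 SD above or below the average of its plate-row segment, actives on both sides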;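 further: Alexa488 bead fluorescence after subtracting the streptavidin-only scavenger bead signal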
MEKK2mut PB1 HTS = signal of MEK5 binding to mutant human MEKK2 PB1 domain; bead flow cytometry, Alexa488-MEK5 binding to MEKK2 mutant; percent response, % at 10 µM; 0.35% of 290,000 active; AID 1530; in the data active means percent response above about 24%, passing the limit was not always enough; further: inactives centre near 1; some results filed as inactive read as strong as hits; reference of the scale not given here
NALP1 yeast inh = NALP1 inhibition; S. cerevisiae NALP1/ASC/caspase-1 growth, X-gal OD620, 72 h; inhibition, % at 10 µM; 0.61% of 280,000 active; in the data active means inhibition mostly above about 24%, no sharp cut-off; inactive means mostly below about 32%; further: some compounds called inactive have numbers as strong as hits
MEKK2 WT-MEK5 = raises or lowers MEK5 binding to wildtype human MEKK2 PB1 domain. Q9Y2U5. bead flow cytometry, Alexa488-MEK5 binding to MEKK2 WT; actives lie on both sides. binding response (% of control), % at 10 µM. 1.1% of 290,000 active. AID 1531; in the data active means binding response below about 67% or above about 130%
PfM18AAP inh = PfM18AAP enzyme inhibition. 1.2% of 290,000 active. inhibition, % at 7.35 µM. recombinant PfM18AAP, H-Glu-NHMec fluorogenic cleavage;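 active means inhibition above the campaign mean inhibition over all tested compounds plus 3 SD, cut at about 28% in these data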;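 further: 0% = plate median of test compound wells and 100% = 2 mM ZnCl2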
IDE inh = cellular human IDE inhibition; P14735; HEK cells, FAbetaB cleavage, fluorescence polarization; inhibition, % at 5.59 µM; 0.41% of 320,000 active; AID 434962;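 active means percent inhibition above the average of all tested compounds plus 3 SD, set per screening campaign, cut at about 16% in these data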;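 further: IDE supplied by intact live HEK cells; FP after avidin binding of uncleaved biotin substrate so inhibition keeps polarization high; 0% = DMSO wells and 100% = 60 µM reference IDE inhibitor Ii1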
pCIP destab = lowers stability of the mouse p/CIP coactivator protein | Q05BA5 | F442A p/CIP-EGFP cells, EGFP fluorescence, 16 h | decrease of EGFP signal, % at 10 µM | 0.01% of 290,000 active;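 active means EGFP signal decrease of at least 30% at 10 µM or well 3 SD below plate mean, unless failing retest; inactive means the rest, including hits failing retest or dose response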; further: some compounds called inactive have numbers as strong as hits; many of its hits are not listed in these tables
Target sequence (Q05BA5 1-1403): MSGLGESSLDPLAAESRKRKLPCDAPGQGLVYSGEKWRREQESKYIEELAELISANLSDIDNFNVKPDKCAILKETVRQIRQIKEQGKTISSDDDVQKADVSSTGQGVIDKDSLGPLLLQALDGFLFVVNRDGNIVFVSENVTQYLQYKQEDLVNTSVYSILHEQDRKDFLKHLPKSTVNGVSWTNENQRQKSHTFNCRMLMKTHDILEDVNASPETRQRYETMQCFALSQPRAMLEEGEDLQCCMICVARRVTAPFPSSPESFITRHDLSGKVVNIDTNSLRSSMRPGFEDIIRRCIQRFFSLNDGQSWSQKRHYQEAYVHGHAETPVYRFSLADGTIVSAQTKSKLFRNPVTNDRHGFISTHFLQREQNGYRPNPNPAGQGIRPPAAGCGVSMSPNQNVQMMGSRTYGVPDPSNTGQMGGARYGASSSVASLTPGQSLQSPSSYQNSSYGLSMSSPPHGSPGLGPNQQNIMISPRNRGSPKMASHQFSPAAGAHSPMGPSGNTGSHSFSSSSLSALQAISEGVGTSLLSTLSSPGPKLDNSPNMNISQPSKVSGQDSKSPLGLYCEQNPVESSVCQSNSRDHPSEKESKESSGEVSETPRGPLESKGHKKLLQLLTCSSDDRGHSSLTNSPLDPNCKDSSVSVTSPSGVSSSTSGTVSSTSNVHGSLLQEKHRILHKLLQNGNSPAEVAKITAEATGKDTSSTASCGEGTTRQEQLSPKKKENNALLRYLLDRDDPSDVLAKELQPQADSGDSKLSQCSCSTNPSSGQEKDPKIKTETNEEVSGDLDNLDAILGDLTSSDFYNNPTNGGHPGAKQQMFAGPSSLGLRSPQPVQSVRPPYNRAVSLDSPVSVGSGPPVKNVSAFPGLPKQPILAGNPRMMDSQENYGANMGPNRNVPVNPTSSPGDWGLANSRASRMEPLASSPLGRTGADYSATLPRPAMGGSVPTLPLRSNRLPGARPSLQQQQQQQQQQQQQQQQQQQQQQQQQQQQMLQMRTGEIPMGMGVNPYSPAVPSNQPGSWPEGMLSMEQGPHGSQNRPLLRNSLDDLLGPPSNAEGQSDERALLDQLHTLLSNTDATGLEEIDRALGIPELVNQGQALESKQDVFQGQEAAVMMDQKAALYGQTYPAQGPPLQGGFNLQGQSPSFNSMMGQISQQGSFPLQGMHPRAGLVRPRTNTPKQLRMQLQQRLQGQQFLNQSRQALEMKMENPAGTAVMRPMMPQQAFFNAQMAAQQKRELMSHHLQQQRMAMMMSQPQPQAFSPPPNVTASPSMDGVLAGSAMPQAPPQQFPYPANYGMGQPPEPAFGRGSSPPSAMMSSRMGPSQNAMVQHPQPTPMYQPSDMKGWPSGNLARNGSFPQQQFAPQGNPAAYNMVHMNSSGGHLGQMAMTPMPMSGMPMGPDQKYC
SUMO HTRF inh = inhibitors of human SUMOylation (UBC9). P63279. HTRF SUMOylation assay, SAE1/SAE2 + UBC9, in vitro. inhibition, % at 35 µM. 0.36% of 290,000 active. AID 2006; in the data active means inhibition above about 50%, passing the limit was not always enough; further: strong numbers were not always called active
IDE act = boosts human insulin-degrading enzyme activity in HEK cells; activation, % at 5.96 µM; P14735; 0.073% of 340,000 active; FAbeta-B cleavage, fluorescence polarization; 0% vehicle, 100% cell-free pure enzyme wells;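 active means activation above the mean of all tested compounds plus 3 SD, set per screening campaign, cut at about 17% in these data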
* = called active by the depositor; / = no result given.

SMILES | MEKK3 PB1 HTS | MEKK2mut PB1 HTS | NALP1 yeast inh | MEKK2 WT-MEK5 | PfM18AAP inh | IDE inh | pCIP destab | SUMO HTRF inh | IDE act
COc1ccc(NC(=O)Cn2ncc(Cl)c(Cl)c2=O)cc1S(=O)(=O)N1CCOCC1 | 86 | -2 | 43 | 89 | 0 | -2 | -1 | 22 | 5
Cc1nc(C)c2c(=O)cc(-c3ccccc3)[nH]c2n1 | 99 | 4 | 8 | 103 | -7 | -2 | -10 | 19 | 0
Cn1c(CNC(=O)C2CCCCC2)cc2cc(Cl)ccc21 | 104 | 6 | 12 | 104 | -7 | 4 | -6 | 3 | -7
CN(CC(=O)Nc1ccccc1C(F)(F)F)C(=O)CSc1nnnn1C | 100 | -2 | 5 | 100 | -2 | 1 | -2 | 18 | 5
Cc1[nH]c2ccccc2c1N=Nc1c(C)n(C)n(-c2ccccc2)c1=O | 90 | -4 | 4 | 93 | 6 | 2 | 2 | 5 | -3
Cc1ccccc1C(=O)NNC(=O)c1cccc([N+](=O)[O-])c1 | 100 | -10 | 10 | 90 | 4 | -1 | 5 | 16 | 1
O=C(CN1C(=O)C2CCCCC2C1=O)Nc1nccs1 (stereo unspecified) | 96 | -9 | 0 | 88 | 2 | -7 | 1 | -7 | 9
O=C(OCC(=O)N1CCN(C(=O)c2ccco2)CC1)c1ccccc1OCc1ccccc1 | 109 | 9 | 7 | 110 | -9 | 3 | -3 | 10 | -2
Cc1nccn1-c1ccc(C(F)(F)F)cc1[N+](=O)[O-] | 80 | -3 | -13 | 91 | -2 | 1 | -6 | -16 | 3
CCCCCC1CC(=O)C=C(C)C1C(=O)OC (stereo unspecified) | 99 | 2 | 0 | 97 | -3 | 0 | -4 | 2 | -1
CC1=NN(c2ccccc2)C(=O)/C1=C\c1c(C)[nH]n(-c2ccccc2)c1=O | 96 | -7 | 13 | 95 | 2 | 7 | -4 | -7 | 5
CN(C)CCNC(=O)COc1cccc(Cl)c1 | 104 | 6 | 3 | 106 | 0 | 4 | -1 | 2 | 4
C/C(=N\Nc1cc(C)nc(-c2ccccc2)n1)c1cccc([N+](=O)[O-])c1 | 100 | -8 | -12 | 87 | 2 | 7 | -6 | -36 | 4
Cc1ccc(C(=O)C2=C(O)C(=O)N(CCCN3CCOCC3)C23C(=O)N(C)c2ccccc23)o1 (stereo unspecified) | 105 | 10 | 2 | 106 | 10 | 8 | -8 | -5 | 0
CC(=O)Oc1cc(OC(C)=O)c2c(=O)c(-c3ccc4c(c3)OCCCO4)c(C)oc2c1 | 91 | -5 | -2 | 93 | -1 | 2 | -18 | 20 | 1
O=C(COC(=O)c1cc2ccccc2oc1=O)Nc1ccc(F)cc1F | 99 | -1 | 12 | 99 | -16 | -2 | -13 | 23 | -4
CCC(C(=O)NC1CCCC1)N(Cc1ccccc1Cl)C(=O)c1snc(C(N)=O)c1N (stereo unspecified) | 106 | -2 | 17 | 105 | -1 | 0 | -4 | -19 | 4
c1csc(-c2nn3cnnc3c3ccccc23)c1 | 95 | -6 | -8 | 86 | -6 | 7 | -9 | 12 | 4
CC(=O)Nc1ccc(CN2CCCC(C(=O)c3cccc(C(F)(F)F)c3)C2)cc1 (stereo unspecified) | 101 | 11 | 24 | 110 | 6 | -3 | -3 | 13 | 0
CCOP(=O)(c1ccccc1)C(O)c1ccc(F)cc1 (stereo unspecified) | 144* | 0 | 13 | 107 | -6 | 5 | 0 | -1 | 3
CC1CCCCN1Cc1c(C#N)c2ccccc2n1C (stereo unspecified) | 109 | 2 | -3 | 107 | 6 | -2 | 22 | 1 | 5
Cc1nc2sccn2c(=O)c1S(=O)(=O)Nc1ccc(N2CCN(S(C)(=O)=O)CC2)cc1 | 99 | -2 | 30 | 101 | -14 | 0 | -6 | -2 | 5
Cc1ccc(NC(=O)CSc2nc(=O)cc(N)n2-c2ccccc2)cc1 | 103 | 3 | 3 | 106 | -5 | 0 | -10 | -7 | 2
Cc1cccc(NC(=S)NC2CCN(Cc3ccccc3)CC2)c1C | 99 | 9 | 25 | 113 | -13 | 2 | 10 | -28 | 5
COc1ccc(-c2cn(Cc3ccc(C)cc3)nn2)cc1 | 93 | -9 | 13 | 88 | -3 | 2 | -25 | -11 | -7
CCC12CN3CC(CC)(CN(C1)C3c1ccccc1Cl)C2O (stereo unspecified) | 99 | 1 | -4 | 102 | 5 | 1 | 0 | 4 | 5
CCN(CC)c1ccc(/C=C2\NC(=O)NC2=O)cc1 | 103 | -1 | 18 | 99 | 6 | 8 | -10 | -21 | 1
Cc1cc(C)c(S(=O)(=O)c2ccccc2)c(OC(=O)c2c(F)cccc2F)n1 | 103 | 0 | 10 | 103 | 3 | 4 | 4 | 19 | -1
CN(C1CCS(=O)(=O)C1)S(=O)(=O)c1ccc(N2CCCC2=O)cc1 (stereo unspecified) | 99 | -2 | -6 | 102 | 5 | -19 | 1 | 24 | 3
COc1ccccc1Cn1c(=S)[nH]c2ccccc2c1=O | 109 | 9 | -2 | 102 | 9 | 5 | -17 | 12 | 0
Oc1cccc(/C=N/Nc2nn3cnnc3c3ccccc23)c1 | 99 | -3 | 8 | 100 | 17 | 0 | -1 | 4 | 4
C/C(=N\NC(=O)CNC(=O)C(c1ccccc1)c1ccccc1)c1ccccc1 | 100 | 9 | 27 | 101 | 2 | 0 | -1 | 32 | 1
Cc1cc(SCC(=O)c2cccc([N+](=O)[O-])c2)nc(=O)[nH]1 | 102 | 3 | 2 | 98 | 10 | 5 | -10 | 12 | 2
O=C(CN1CCN(c2ccc(F)cc2)CC1)Nc1ccccc1[N+](=O)[O-] | 103 | -1 | 3 | 100 | 0 | -1 | -4 | 10 | 0
C=C1SC(=Nc2ccccc2Cl)N(C(=O)c2sc3ccccc3c2Cl)C12CCCCC2 | 96 | 6 | 13 | 94 | -11 | -13 | -15 | 8 | /
O=C(N/N=C/c1ccc(COc2ccc(Br)cc2)o1)c1ccc2c(c1)OCO2 | 104 | 5 | 18 | 98 | 3 | / | 5 | 0 | -1
COc1ccccc1NC(=O)Nc1ccc2c(c1)nc(C)n2C | 102 | -1 | 3 | 99 | 0 | 2 | -17 | 11 | 3
O=C(O)c1ccc([N+](=O)[O-])c(CS(=O)(=O)c2ccccc2)c1 | 106 | 11 | 16 | 105 | -8 | -5 | -10 | 15 | 1
COc1ccc(-c2noc(CN(C)S(=O)(=O)c3ccc(Cl)cc3)n2)cc1OC | 102 | 1 | -2 | 104 | -4 | -1 | -1 | -16 | 2
Cc1ccc2nc(NC(=O)c3cccc(-c4cc5ccccc5oc4=O)c3)sc2c1 | 98 | 2 | 8 | 99 | -11 | 6 | -3 | 39 | /
ON1C(c2ccccc2C(F)(F)F)N(O)[C@H]2CCCC[C@H]21 (stereo partly specified) | 106 | 4 | -14 | 106 | 1 | 3 | -1 | -11 | 3
CCOC(=O)C1CCN(C(=O)COc2ccc(Br)cc2C)CC1 | 98 | 0 | -9 | 99 | -6 | 1 | -10 | 15 | 5
O=[N+]([O-])c1ccccc1CNC1CCCCCC1 | 94 | -5 | 1 | 98 | 5 | 2 | -10 | 14 | 6
CCOc1ccc(OCCN2C(=O)NC3(CCCc4ccccc43)C2=O)cc1 (stereo unspecified) | 102 | 2 | 7 | 103 | -11 | -3 | -1 | 3 | -1
Cc1ccc(/C=C/C(=O)OCn2nnc3ccccc3c2=O)o1 | 106 | -4 | / | 104 | -5 | -2 | -1 | 0 | 0
O=C(Oc1ccc2c(=O)c(Cl)coc2c1)c1cccnc1 | 103 | -1 | 12 | 103 | -9 | 0 | 7 | 14 | 3
O=C(CCC(=O)N1CCN(c2ccccn2)CC1)Nc1nnc(C(F)(F)F)s1 | 95 | -2 | / | 99 | -6 | 2 | 4 | 4 | 7
CCc1ccccc1NC(=O)CCNS(=O)(=O)c1ccc2c(c1)CCC(=O)N2 | 105 | 8 | 3 | 109 | 1 | 5 | 0 | 12 | 0
O=C(NCCO)/C(=C/c1ccc(Br)cc1)NC(=O)c1cccs1 | 102 | 4 | 24 | 100 | 12 | -2 | -4 | 1 | 6
Cc1ccc(S(=O)(=O)Nc2cccc(C(=O)NCc3ccc(S(N)(=O)=O)cc3)c2)cc1 | 101 | 1 | 17 | 103 | -1 | -7 | -12 | -8 | 2
Continued.
SMILES | MEKK3 PB1 HTS | MEKK2mut PB1 HTS | NALP1 yeast inh | MEKK2 WT-MEK5 | PfM18AAP inh | IDE inh | pCIP destab | SUMO HTRF inh | IDE act
Cc1ccc(N(CCC(=O)NC(C)(C)C)S(=O)(=O)c2ccc(C)cc2)cc1 | 107 | 0 | -7 | 101 | -1 | -5 | 10 | -4 | -3
Cc1cc(Cl)c(O)c(-n2nc3ccccc3n2)c1 | 81 | -12 | 7 | 88 | -4 | 7 | 9 | 9 | 4
O=C(O)CC(C(=O)Nc1cccc(C(F)(F)F)c1)C1CCCO1 (stereo unspecified) | 94 | -4 | 12 | 91 | 0 | 5 | -7 | 12 | 1
CCOc1ccc(CN2CCC(Cc3ccccc3)CC2)cc1 | 99 | 5 | 7 | 110 | 0 | 5 | 0 | 2 | 3
Cc1ccc(S(=O)(=O)NC2CC(C)(C)NC(C)(C)C2)cc1C | 102 | 0 | -1 | 106 | 3 | -2 | -1 | 6 | 2
COc1ccc2c(c1)cc(C(=O)N[C@H](C(=O)N1CCC(C(=O)O)CC1)C(C)C)n2C | 107 | 10 | 17 | 103 | -4 | 1 | -13 | 27 | 0
Cc1nn(CCCC(=O)NCc2ccc(F)cc2)c(=O)c2nccn12 | 103 | 1 | 9 | 96 | -3 | 1 | -2 | 6 | -5
COc1ccc(N2CCN(C(=S)Nc3cc(C)ccc3C)CC2)cc1 | 99 | 2 | 6 | 105 | -4 | -5 | -15 | 4 | 3
COc1cc2[nH]c(=S)n(N(C(C)=O)C(C)=O)c(=O)c2cc1OC | 94 | 3 | 13 | 102 | 15 | 6 | -7 | 2 | 0
Cc1nn(C)c(Cl)c1CN1CCN(C2CCCCC2)C(CCO)C1 (stereo unspecified) | 98 | -10 | -3 | 90 | -5 | 7 | -1 | 18 | 0

Of the compounds above, these contain an aryl thioether with sulfur outside any ring.
SMILES | MEKK3 PB1 HTS | MEKK2mut PB1 HTS | NALP1 yeast inh | MEKK2 WT-MEK5 | PfM18AAP inh | IDE inh | pCIP destab | SUMO HTRF inh | IDE act
CN(CC(=O)Nc1ccccc1C(F)(F)F)C(=O)CSc1nnnn1C | 100 | -2 | 5 | 100 | -2 | 1 | -2 | 18 | 5
Cc1ccc(NC(=O)CSc2nc(=O)cc(N)n2-c2ccccc2)cc1 | 103 | 3 | 3 | 106 | -5 | 0 | -10 | -7 | 2
Cc1cc(SCC(=O)c2cccc([N+](=O)[O-])c2)nc(=O)[nH]1 | 102 | 3 | 2 | 98 | 10 | 5 | -10 | 12 | 2

The listing continues:
SMILES | MEKK3 PB1 HTS | MEKK2mut PB1 HTS | NALP1 yeast inh | MEKK2 WT-MEK5 | PfM18AAP inh | IDE inh | pCIP destab | SUMO HTRF inh | IDE act
COC(=O)c1ccc(CN2CCC(Oc3ccc(C(=O)N4CCCCC4)cc3)CC2)cc1 | 97 | -1 | 9 | 100 | 8 | 3 | -14 | -4 | -2
COc1cccc(CN(C)CC(=O)NCc2ccccc2Cl)c1 | 101 | 10 | 22 | 99 | 5 | 4 | -37 | -20 | -2
OCCNCc1cc(Br)ccc1OCc1ccccc1Cl | 101 | 14 | 12 | 117 | 0 | 0 | 2 | 23 | 1
Cc1cc(Nc2ccccc2)nn1C(=O)c1ccc(Cl)cc1 | / | / | 5 | / | 1 | 4 | -17 | -16 | 6
CCOC(=O)c1c(NC(=O)CSc2nnc(-c3cccc(C)c3)n2CC)sc(C(C)=O)c1C | 105 | 5 | -4 | 99 | 7 | 3 | -9 | -3 | -5

An excerpt; rates above refer to the full screens.
